Source: PubChem BioAssay (several laboratories)
Ba/F3 V617F tox: loss of viability in JAK2V617F-driven Ba/F3 cells | inhibition, % at 5.6 µM | AID 1446 | 1.1% of 220,000 active | Ba/F3 EpoR-JAK2V617F viability, ATP luminescence;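 active means inhibition above the campaign mean plus 3 SD over all tested compounds, cut at about 24% in these data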;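 further: cytokine-independent growth of Ba/F3 cells driven by EpoR plus mutant JAK2; 0% = DMSO-treated cells and 100% = JAK inhibitor I control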
S1P4 antag: human S1P4 receptor antagonism; AID 1510; inhibition, % at 4.98 µM; O95977; 0.26% of 220,000 active; S1P4-expressing cells, antagonist mode, reporter read-out; in the data active means inhibition above about 29%;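 further: 0% = wells stimulated with agonist and 100% = vehicle wells without agonist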
Target sequence (O95977 whole entry, looked up): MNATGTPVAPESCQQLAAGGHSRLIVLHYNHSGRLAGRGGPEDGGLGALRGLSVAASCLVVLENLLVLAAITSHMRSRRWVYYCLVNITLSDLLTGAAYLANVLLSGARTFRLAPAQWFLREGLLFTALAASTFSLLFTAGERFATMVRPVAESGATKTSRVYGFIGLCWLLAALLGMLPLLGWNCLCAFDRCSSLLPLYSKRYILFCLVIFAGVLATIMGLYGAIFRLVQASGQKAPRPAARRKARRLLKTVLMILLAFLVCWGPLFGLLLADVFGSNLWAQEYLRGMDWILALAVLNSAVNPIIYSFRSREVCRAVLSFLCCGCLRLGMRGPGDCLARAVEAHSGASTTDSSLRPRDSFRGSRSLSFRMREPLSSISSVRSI
S1P4 agonist: agonists of human S1P4 receptor; 0.35% of 220,000 active; activation, % at 4.98 µM; S1P4-expressing cell line, agonist reporter assay; in the data active means activation above about 11%;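 further: 0% = DMSO vehicle and 100% = reference agonist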
NPY-Y1 PAM-ag: human NPY-Y1 potentiation or agonism, primary screen; 0.37% of 220,000 active; activation, % at 3.6 µM; NPY-Y1 expressing cells, potentiator/agonist activation; in the data active means activation above about 33%, passing the limit was not always enough;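 further: cells stimulated with NPY at EC10 then isoproterenol at EC100; 0% = low agonist plus stimulus and 100% = saturating agonist plus stimulus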
BaF3 tox: parental Ba/F3 viability inhibition as JAK2V617F counter-screen; CellTiter-Glo ATP luminescence; inhibition, % at 5.6 µM; 1.1% of 220,000 active; AID 1486;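 active means inhibition above a per-campaign cutoff, the mean inhibition of all tested compounds plus 3 SD, cut at about 27% in these data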;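 further: 0% = DMSO wells and 100% = JAK Inhibitor I control wells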
p47phox inh: blocks human p47phox regulatory protein of NADPH oxidases | inhibition, % at 24.7 µM | P14598 | AID 1274 | p47phox/p22phox peptide binding, fluorescence polarization, 2 h | 0.53% of 220,000 active;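 active means inhibition above about 30%, limit read from the data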;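 further: 0% = p47phox with labelled peptide and 100% = labelled peptide alone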
Target sequence (P14598 whole entry, looked up): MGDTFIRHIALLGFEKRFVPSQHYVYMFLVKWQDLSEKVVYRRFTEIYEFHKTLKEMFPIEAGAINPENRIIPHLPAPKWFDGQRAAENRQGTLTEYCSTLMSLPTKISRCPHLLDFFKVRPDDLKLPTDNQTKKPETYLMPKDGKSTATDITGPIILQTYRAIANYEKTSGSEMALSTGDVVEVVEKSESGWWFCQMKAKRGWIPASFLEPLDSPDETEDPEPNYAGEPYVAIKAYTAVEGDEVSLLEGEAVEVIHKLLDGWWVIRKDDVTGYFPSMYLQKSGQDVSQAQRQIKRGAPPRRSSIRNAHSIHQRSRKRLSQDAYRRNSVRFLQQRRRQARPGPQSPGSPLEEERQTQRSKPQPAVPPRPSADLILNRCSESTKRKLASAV
NPY-Y1 antag: blocks the human neuropeptide Y Y1 receptor; HEK293-CNG Y1 cells, membrane potential fluorescence; NPY at EC95, then isoproterenol; inhibition, % at 3.6 µM; 1% of 200,000 active; AID 1040;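 active means inhibition above the campaign mean inhibition of all tested compounds plus 3 SD, cut at about 20% in these data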;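 further: 0% = DMSO wells given NPY plus isoproterenol and 100% = isoproterenol alone without NPY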
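System: HEK293 cells with Y1 receptor plus CNG channel / Probe or stimulus: NPY 25 nM then isoproterenol 1 µM plus Ro 20-1724 25 µM / Compound: one concentration, 3.6 µM, in 0.4% DMSO / Schedule: compound incubation 1 h at room temperature, readout 45 min post-stimulation / Measured by: membrane potential fluorescence / Read-out: % inhibition of NPY effect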
CHOP inhibitor: blocks CHOP induction under ER stress. CHO-K1 CHOP-promoter luciferase, tunicamycin-induced, 15-18 h. inhibition, % at 10 µM. 3.8% of 220,000 active;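 active means compounds that reduced the stress-induced luciferase reporter signal by more than about 70% of percent inhibition, limit read from the data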;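 further: 0% = tunicamycin plus vehicle and 100% = wells without tunicamycin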
NPY2 pot ag: potentiators or agonists of human neuropeptide Y receptor Y2; cells expressing NPY-Y2, potentiator/agonist read-out; activation, % at 3.6 µM; 0.45% of 220,000 active; in the data active means activation above about 27%;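 further: cells stimulated with NPY near EC25 plus isoproterenol at EC100; 0% = vehicle plus submaximal agonist and 100% = vehicle plus saturating agonist; some results beyond the cut were filed as inactive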
The depositor's hits bear a star; . = not tested or not shown; & = joins results of further samples.

SMILES	Ba/F3 V617F tox	S1P4 antag	S1P4 agonist	NPY-Y1 PAM-ag	BaF3 tox	p47phox inh	NPY-Y1 antag	CHOP inhibitor	NPY2 pot ag
O=C(Cn1cnc2c(nnn2-c2ccccc2)c1=O)NCc1ccco1	-3	4	0.3	-21	0	13	10	18	-4
O=C1CCCc2ccccc2N1Cc1ccccc1	1	-7	0.2	12	9	2	-7	10	5
Cc1csc(SCC(=O)Nc2sc3c(c2C#N)CCC3)n1	-3	2	1.1	8	6	-25	6	11	-24
Cc1ccc(NCc2nnc(SCC#N)o2)c(C)c1	2	-10	-2.1	12	1	-5	-1	-2	3
CCOC(=O)c1nnn2c1nc(N1CCCCC1)c1ccccc12	0	5	1.3	-5	-1	-3	.	5	-5
CCN(N=O)[C@@H](Cc1ccccc1)CN(N=O)[C@@H](Cc1ccccc1)CN(C)N=O	0	-5	0.4	-12	4	-13	10	6	-13
CN(C)N=C1c2cc(S(=O)(=O)N3CCOCC3)ccc2-c2ccc(S(=O)(=O)N3CCOCC3)cc21	-2	-11	-0.3	-11	4	-5	6	21	6
CC1(C)CC(NC(=O)C(F)(F)F)CC(C)(C)N1OC(=O)c1ccco1	-4	-12	0.6	-12	1	-3	-1	7	-18
CCN(CC(=O)Nc1ccc(NC(C)=O)cc1)CC(=O)Nc1ccc(F)c(Cl)c1	-2	-6	0.3	2	1	-14	-3	-15	-6
CN(C)C(CNc1ncnc2sccc12)c1ccccc1 (centres undefined)	-1	15	1.3	24	0	-4	1	17	10
CC1CCN(S(=O)(=O)c2ccc3[nH]c(=O)cc(C(=O)O)c3c2)CC1	-3	-10	0.0	-8	-1	-2	-4	23	2
CC(N=Cc1cccc(O)c1O)c1ccccc1 (centres undefined)	0	-3	-2.1	3	2	5	-2	4	-15

Next part; the last four above are carried over.
SMILES	Ba/F3 V617F tox	S1P4 antag	S1P4 agonist	NPY-Y1 PAM-ag	BaF3 tox	p47phox inh	NPY-Y1 antag	CHOP inhibitor	NPY2 pot ag
CCN(CC(=O)Nc1ccc(NC(C)=O)cc1)CC(=O)Nc1ccc(F)c(Cl)c1	-2	-6	0.3	2	1	-14	-3	-15	-6
CN(C)C(CNc1ncnc2sccc12)c1ccccc1 (centres undefined)	-1	15	1.3	24	0	-4	1	17	10
CC1CCN(S(=O)(=O)c2ccc3[nH]c(=O)cc(C(=O)O)c3c2)CC1	-3	-10	0.0	-8	-1	-2	-4	23	2
CC(N=Cc1cccc(O)c1O)c1ccccc1 (centres undefined)	0	-3	-2.1	3	2	5	-2	4	-15
COC(=O)CC(NS(=O)(=O)c1cccs1)c1ccccc1Cl (centres undefined)	-2	-12	1.1	-2	7	0	-2	-1	8
S=C(NCc1ccco1)N1CCN(Cc2ccc(Cl)cc2Cl)CC1	3	5	-0.5	-3	8	-16	-4	74*	2
CCCOc1ccc(Br)cc1/C=N/O	-1	-8	-2.9	-49	3	-12	17	32	-3
COc1cccc(C(=O)Cn2c(=O)n(CCC(=O)NCC3CCCO3)c(=O)c3cc(OC)c(OC)cc32)c1 (centres undefined)	4	2	0.2	3	4	-12	-3	-1	-8
Cc1ccc(CNC(=O)COc2ccc(C)nc2[N+](=O)[O-])cc1	3	-11	0.7	-26	9	-7	11	24	-18
CCN(CC)C(=O)COc1ccc(CC(=O)O)cc1OC	1	8	1.1	17	2	13	6	-13	6
O=C(O)c1ccccc1C(=O)c1ccc(Br)s1	0	-12	1.2	3	5	-10	0	-1	-15
C=CCNC(=S)N/N=C/c1ccc(-c2cc(Cl)ccc2Cl)o1	7	-2	-2.6	-17	2	-4	-2	14	-7
CC1S/C(=N/N=C/c2ccco2)N(Cc2ccc(F)cc2)C1=O (centres undefined)	0	-5	2.4	-3	3	-17	.	14	-10
Cc1ccc(NS(=O)(=O)c2ccc(C(=O)OCC(=O)Nc3cc(C)on3)cc2)cc1	3	0	-0.3	21	6	-7	-8	16	2
O=C(Cn1[nH]c(=O)c2ccccc2c1=O)OCC(=O)N(Cc1ccccc1)Cc1ccccc1	1	23	0.1	-10	3	-9	6	11	5
Cn1c(=O)n(CC(=O)O)c(=O)c2c1nc1n2CCS1	-1&1	-17&11	-2.0&1.1	1&-2	0&-3	2&4	1	24&-7	-9&9
CCOC(=O)c1c(NC(=O)C2CCN(S(=O)(=O)c3cccs3)CC2)sc(C)c1C	0	1	2.2	-23	5	-40	2	13	0
O=C(CSc1nnc(Cn2c(=O)sc3ccccc32)n1-c1ccccc1)N1CCOCC1	-3	2	0.8	0	4	-3	-3	-17	-8
COc1ccc(NC(=O)/C(=C\c2ccncc2)NC(=O)c2ccccc2)cc1	0	6	-0.9	-15	11	-6	4	4	-2
COc1ccc(N=C2SCC(=O)N2c2ccc(OC)cc2)cc1	1	-5	1.7	18	5	-14	1	25	17
COc1cccc(N2CC(C(=O)Nc3ccc(C(=O)OC(C)C)cc3)CC2=O)c1 (centres undefined)	1	-20	1.0	4	7	8	8	23	-9
CCCN(CC(=O)Nc1cccc(S(N)(=O)=O)c1)CC(=O)Nc1ccc(F)c(F)c1F	3	-8	1.0	10	-2	-5	.	0	2
Cc1ccn2cc(-c3cccc([N+](=O)[O-])c3)nc2c1	11	-4	-1.1	2	14	-13	-1	19	-5
CCOc1ccc(C(=O)Nc2nnc(NC(=S)Nc3ccccc3)s2)cc1	-2	-8	2.1	9	2	-27	0	-18	10
[N-]=[N+]=CC(=O)CCCN1C(=O)c2ccccc2C1=O	2	-17	0.7	6	8	12	10	19	5
O=S(=O)(c1ccc(OCC(O)CNC23CC4CC(CC(C4)C2)C3)c(Cl)c1)N1CCOCC1 (centres undefined)	4	-8	-0.2	-2	4	-6	0	29	9
CCC(=O)NC(Nc1cccc(C)n1)(C(F)(F)F)C(F)(F)F	-5	6	-0.2	4	2	-5	-5	53	27
Cc1c(-c2ccccc2)oc2c(C(=O)OCC(=O)Nc3cccc(F)c3)cccc2c1=O	-3	-1	1.6	-17	2	-11	0	50	3
S=C(Nc1ccc2nc(-c3ccccn3)c(-c3ccccn3)nc2c1)N1CCCCCC1	-3	1	-0.4	4	8	-2	-1	-3	-9
COc1ccc(/C=C(/NC(=O)c2cccs2)C(=O)NCc2ccco2)cc1OC	5	1	2.5	-2	4	11	1	-5	-4
COc1ccc(-c2nnc3c4ccccc4c(C)nn23)cc1S(=O)(=O)N1CCN(CCO)CC1	2	-6	1.9	-26	9	9	15	8	-25
Cc1ccc(NCN2C(=O)C3CC=C(Cl)CC3C2=O)cc1 (centres undefined)	5	1	2.2	-15	6	-8	6	21	-9
c1ccc2c(c1)nc1sccn12	1	-8	-0.6	-4	5	-3	1	-4	-5
NCCCCCc1nnc(SCC(=O)c2ccc(Cl)cc2)o1	3	17	2.8	4	9	-3	4	26	-13
CNC(=O)/C(=C/c1ccc2c(c1)OCO2)NC(=O)c1ccc(Br)cc1	-1	2	-1.7	21	1	3	-5	-6	1
COc1ccc(C(=O)NCC(=O)OCC(=O)N2CCc3ccccc32)cc1	-5	-1	-0.8	-6	-2	7	-6	-4	8
COc1ccc2c(C)cc(N3CCCCCC3)nc2c1	0	4	-0.2	-9	8	0	-1	41	-2
COc1cc(SC)ccc1C(=O)Nc1nccs1	4	-1	-1.8	15	9	-5	-5	-13	-5
O=C(Cn1cnc2ccccc21)N/N=C/c1ccccc1	-2	-9	3.9	20	2	-3	4	-11	8
COc1ccc2[nH]c(C)c(CCN3C(=O)C4CC=CCC4C3=O)c2c1 (centres undefined)	-6	-10	-0.4	0	7	0	-3	7	-3
O=C(c1ccc2c(c1)OCO2)N(Cc1cccs1)C1(C(=O)NC2CCCCC2)CCCCC1	5	-8	-0.3	-10	3	-10	55*	38	-13
Cc1cccc(-c2c(O)cc(=O)[nH]c2Cl)c1	-1	-4	1.9	4	4	-28	-1	21	-5
COCCNC(=O)c1cc(Br)ccc1Cl	-4	-4	-0.9	9	-1	-2	1	1	12
CCOc1ccc2nc(Cl)c(/C=C/C(=O)c3ccco3)cc2c1	-2	8	-1.7	0	2	-4	1	-28	-6
COCCNC(=S)NC12CC3CC(CC(C3)C1)C2	3	-5	2.7	-1	11	-6	3	4	-2
Cc1c(C(=O)NCc2ccccn2)sc2nc(-c3ccc(F)cc3)cn12	14	-4	-1.1	-39	16	-17	12	-16	-16
CC(=O)NC(Cc1ccccc1C)C(=O)NC1CCN(c2ncccc2[N+](=O)[O-])CC1 (centres undefined)	-3	-14	1.4	-8	5	-27	1	14	-4
COc1ccccc1-c1nc(-c2ccc(C)nc2OC)no1	-4	-12	-3.6	-8	2	-6	0	30	-9
C/C(=N\O)C(=O)NCCCn1ccnc1	-4	-8	3.8	10	3	1	3	31	14
Cc1nn(CCCC(=O)Nc2cnn(Cc3ccc(F)cc3)c2)c(C)c1[N+](=O)[O-]	-3	3	-1.8	2	1	13	.	6	-4
O=C(Nc1ccc(-n2cnnn2)cc1)c1cn2ccccc2n1	1	-4	1.3	4	0	-9	.	-11	-3
O=C(/C=C/c1ccc(Cl)cc1Cl)NCCSCc1ccccc1	-1	-17	3.1	-9	5	-18	2	35	4
O=S(=O)(NC1=NCCCCCC1)c1cccs1	-1	0	-3.1	3	0	-5	-7	36	4
COc1ccccc1NC(=O)COC(=O)c1cnc(C)cn1	1	7	1.1	1	9	-5	-1	12	0
CCCCOn1c(C)c(C(=O)OCC)c2c3nonc3ccc21	-1	1	0.7	-67	1	.	67*	.	-45
CCCCNC(=O)c1ccc(NC(C)=O)c(Cl)c1	2	-4	0.1	4	6	0	-2	16	1
CCOC(=O)C(=Cc1ccc(-c2ccsc2C(=O)OC)o1)C(=O)OCC	1	-11	1.3	5	5	-20	7	-42	-4
COc1cccc(C(=O)N2CCC(O)(c3cccnc3)CC2)c1	0	8	-0.4	-12	3	-8	4	-2	-11
CCN(CC)S(=O)(=O)c1ccc(N(C)CCc2ccc(OC)c(OC)c2)nc1	1	-10	0.0	1	4	-8	-2	5	3
O=C1c2cccc3cccc(c23)C(=O)N1CCCN(C(=O)c1cccs1)c1cccc(F)c1	-3	-6	-0.1	21	5	-22	4	35	18
CCCC(NS(=O)(=O)c1ccc(C)cc1)C(=O)O (centres undefined)	4	-4	1.6	0	4	0	8	3	-9
COc1ccc(-c2csc3nc(C)nc(N4CCN(c5ccc(C(C)=O)cc5)CC4)c23)cc1OC	6	12	-0.6	8	12	-21	6	18	4
COc1ccccc1NC(=O)COc1ccc(Br)cc1CNCCCN1CCOCC1	2	3	-2.1	-11	7	-16	22*	-8	-4
O=C(Nc1ccc(N2CCOCC2)c(Cl)c1)C1CCCCC1	-1	8	1.1	-8	2	5	8	-26	-9
Additional entries.
SMILES	Ba/F3 V617F tox	S1P4 antag	S1P4 agonist	NPY-Y1 PAM-ag	BaF3 tox	p47phox inh	NPY-Y1 antag	CHOP inhibitor	NPY2 pot ag
CCN(CC)C(=O)Cn1cc(C(=O)C(=O)NCC2COc3ccccc3O2)c2ccccc21 (centres undefined)	0	-8	0.2	3	7	-1	4	23	6
CC(=O)N(c1ccccc1)C(C)c1nc(C#N)c(C#N)nc1C (centres undefined)	-1	7	-0.9	-24	5	-10	1	38	-6
CN(C)c1ncccc1-c1nc2ccccc2s1	0	-14	-1.8	-4	3	-6	7	3	-11
CCSC1=NCCN1S(=O)(=O)c1ccc(NC(C)=O)cc1	1	-4	-0.1	10	12	-5	4	23	7
COc1cc(NC(=O)CN2C(=O)NC(C)(CC(C)C)C2=O)cc(OC)c1 (centres undefined)	1	-27	0.3	6	1	-7	-3	-7	1
CCN=C1SC(C(=O)NCCc2ccccc2)CC(=O)N1CC (centres undefined)	-3	-20	-1.5	-8	1	-9	3	-10	9
